# Screens (PubChem)
# Yeast superoxide: yeast age-related superoxide inhibition as caloric restriction mimetic; S. cerevisiae aged cells, superoxide DHE fluorescence; stronger effect = lower value; superoxide response (% of plate mean), % at 10 µM; hit rate 0.18% among 330,000; AID 2690;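 active = superoxide response under a set limit, about three screen SD below normal, cut at about 65% in these data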;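 note: yeast aged for seven days with compound at 30 °C before DHE staining; 100% = average MFI of all compound-treated wells on the plate with controls excluded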
# HCV core dimer: HCV core protein dimerization inhibition | TR-FRET GST/Flag-core106 dimerization, 1536-well | inhibition, % at 5 µM | hit rate 0.33% among 300,000;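 active = inhibition above the mean of all tested compounds plus 3 SD, set per screening campaign, cut at about 45% in these data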
#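 Assay system: tagged HCV core106 pair (GST and Flag); medium: KF-containing HEPES buffer, pH 7.45, DTT, CHAPS, BSA; also added: Eu donor and XL665 acceptor anti-tag antibodies; dosing: 5 µM single dose; timing: compound-protein-antibody incubation 4 h at 22.5 °C; signal: TR-FRET 671 and 617 nm emission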
# TPT1 inh: C. albicans TPT1 enzyme inhibition. recombinant caTPT1, FP RNA substrate dephosphorylation. hit rate 0.81% among 300,000. AID 1962. inhibition, % at 5 µM;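 active = inhibition above the mean of all tested compounds plus 3 SD, set per screening campaign, cut at about 24% in these data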;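 note: plate controls were DMSO alone for no effect and ferristatin control at 100 nM for full effect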
# PP1 counter: PP1-alpha (human) inhibition in PP5 counter-screen; P62136; purified PP1alpha, OMFP fluorescence; inhibition, % at 6.7 µM; hit rate 0.9% among 320,000;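 active = inhibition above the mean inhibition of all tested compounds plus 3 SD, computed separately for each screening campaign, cut at about 15% in these data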
# Target sequence (P62136 whole entry, looked up): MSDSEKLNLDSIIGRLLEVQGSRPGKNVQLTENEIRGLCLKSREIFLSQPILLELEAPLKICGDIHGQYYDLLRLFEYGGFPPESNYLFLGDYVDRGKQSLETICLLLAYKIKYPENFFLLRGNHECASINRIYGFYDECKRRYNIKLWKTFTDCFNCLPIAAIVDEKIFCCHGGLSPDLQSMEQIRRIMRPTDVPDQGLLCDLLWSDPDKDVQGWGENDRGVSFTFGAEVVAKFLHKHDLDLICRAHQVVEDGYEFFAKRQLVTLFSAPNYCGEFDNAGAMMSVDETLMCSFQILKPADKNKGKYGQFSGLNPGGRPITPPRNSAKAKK
# PP5 inh: blocks human protein phosphatase 5 activity | P53041 | purified PP5c, OMFP substrate fluorescence | inhibition, % at 6.7 µM | hit rate 0.18% among 320,000 | AID 1987;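 active = inhibition above the campaign's mean inhibition across all tested compounds plus 3 SD, cut at about 9.5% in these data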;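 note: 0% = DMSO only and 100% = 100 µM cantharidin control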
# EBNA-1 inhibitor: blocks EBNA-1 binding to DNA; EBNA-1 DNA binding, fluorescence polarization; AID 1950; hit rate 0.34% among 300,000; inhibition, % at 14.8 µM; in the data active = inhibition above about 28%
# JMJD2C inh: human JMJD2C demethylase inhibition | Q9H3R0 | GST-JMJD2C(1-420) H3K9me3 demethylation, DELFIA europium | inhibition, % at 2.35 µM | hit rate 0.069% among 330,000;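 active = more than half of a compound's replicate wells show inhibition beyond 50%, single wells judged on their own value; inconclusive = some, but no more than half, of replicates pass 50% inhibition; inactive = no replicate passes 50% inhibition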;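 note: signal counts dimethyl H3K9 product captured on neutravidin plate; 0% = median of DMSO wells and 100% = 0.3 times that DMSO median; strong numbers were not always called active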
# Target sequence (Q9H3R0 1-420 limits assumed): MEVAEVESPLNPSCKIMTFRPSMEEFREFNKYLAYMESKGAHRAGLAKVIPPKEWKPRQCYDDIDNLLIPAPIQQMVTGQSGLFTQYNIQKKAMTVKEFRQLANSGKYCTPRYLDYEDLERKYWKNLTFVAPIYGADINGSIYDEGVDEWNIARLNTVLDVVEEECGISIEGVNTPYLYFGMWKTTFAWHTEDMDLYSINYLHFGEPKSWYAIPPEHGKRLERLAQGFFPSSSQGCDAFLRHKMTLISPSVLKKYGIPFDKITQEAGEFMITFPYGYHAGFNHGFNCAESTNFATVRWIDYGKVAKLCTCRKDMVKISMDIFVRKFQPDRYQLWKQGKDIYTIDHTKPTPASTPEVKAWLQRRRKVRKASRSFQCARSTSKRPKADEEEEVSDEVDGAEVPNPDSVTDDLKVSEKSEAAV
# Fh CTSL1 inh: counter-screen for PFM18AAP inhibitors: inhibitors of F. hepatica cathepsin L1. recombinant F. hepatica cathepsin L1, Z-Leu-Arg-MCA fluorescence. inhibition, % at 5.96 µM. hit rate 0.49% among 300,000;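 active = inhibition above the mean of all tested compounds plus 3 SD, set per screening campaign, cut at about 17% in these data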;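 note: 0% = plate median of test compound wells and 100% = 1 µM Z-Phe-Ala-diazomethylketone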
# ZTA counter: ZTA (EBV) inhibition in EBNA-1 counter-screen | P03206 | ZTA-DNA binding, fluorescence polarization | inhibition, % at 11 µM | hit rate 0.15% among 320,000; in the data active = inhibition above about 33%
# Target sequence (P03206 whole entry, looked up): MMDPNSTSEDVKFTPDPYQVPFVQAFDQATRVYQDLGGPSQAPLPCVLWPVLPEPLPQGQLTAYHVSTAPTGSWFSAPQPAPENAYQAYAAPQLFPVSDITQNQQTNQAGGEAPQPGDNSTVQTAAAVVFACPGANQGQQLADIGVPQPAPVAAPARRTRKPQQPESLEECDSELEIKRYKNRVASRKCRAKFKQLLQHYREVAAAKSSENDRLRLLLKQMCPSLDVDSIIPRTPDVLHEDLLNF
# Numbers without * were called inactive; ? = inconclusive; / = not tested or not shown. Not a hit list; 3.1% or so of the library scored in one or more.
SMILES,Yeast superoxide,HCV core dimer,TPT1 inh,PP1 counter,PP5 inh,EBNA-1 inhibitor,JMJD2C inh,Fh CTSL1 inh,ZTA counter
O=C(NCC(=O)N1CCN(C(=O)c2ccco2)CC1)c1ccc(Br)cc1,96,-1,0,-4,3.0,-8,13,-1,2
O=S(=O)(NC(=NC1CCCCC1)c1ccccc1)c1ccc(F)cc1,91,-20,-4,-2,5.2,3,-2,1,-9
Oc1ccc[n+](/C=C\c2ccccc2)c1,99,5,-3,-3,0.5,4,0,-1,8
ONC(=Nc1cccc(C(F)(F)F)c1)c1cccnc1,98,2,2,-3,-2.2,11,5,3,5
O=C(NCN1C(=O)C2C3C=CC(C3)C2C1=O)Nc1ccccc1O (stereo not drawn),104,-3,-2,-1,3.1,7,-10,3,-3
COc1ccc(/C=C/C(=O)Nc2nonc2NC(C)=O)cc1,101,0,0,1,2.3,10,-2,4,15
CC(C)(C)OC(=O)N[C@H](C(=O)OC(C)(C)C)c1ccc2ccccc2c1,108,/,/,-7,2.8,/,-2,/,7
CN(C)/C=N/c1c(C#N)nnn1Cc1ccccc1,93,-4,1,-5,1.4,-9,/,-3,-13
Cc1cccc2c1OCC/C2=N\NC(=O)COc1ccccc1Cl,109,4,0,-2,1.2,10,0,1,12
COC(=O)C1CCN(c2cnccn2)CC1,100,1,-6,-4,-0.9,0,-43,-2,-8
CCc1nc(SCC(=O)NCCc2ccccc2)c2c(=O)n(C)c(=O)n(C)c2n1,94,3,-1,-2,-1.2,-2,4,3,-8
CNC(=O)COC(=O)/C=C/c1ccco1,99,1,-1,-2,-2.5,-1,6,-2,0
CCN(CC(=O)NCc1ccc(F)cc1)CC(=O)Nc1ccccc1-c1ccccc1,104,4,1,1,3.2,-5,-11,-1,1
O=C(C/C=N/OCc1ccccc1F)c1cnc(-c2ccc(Cl)cc2)s1,109,-2,6,8,1.5,-1,2,-1,-4
CC1(c2ccc3c(c2)OCCCO3)NC(=O)N(CC(=O)NCCc2ccccc2)C1=O (stereo not drawn),106,/,/,-2,3.4,/,-11,/,-1
COc1cc(C(=O)OCCCN2CCOCC2)ccc1O,96,-1,-4,14,3.0,-3,8,-1,15
O=C(O)c1ccc(Oc2cc(Oc3ccc(C(=O)O)cc3)cc([N+](=O)[O-])c2)cc1,99,10,0,1,-2.3,18,-11,2,10
Cc1nnc(N2CCOCC2)c2nn(-c3ccccc3)c(C)c12,91,6,1,-4,0.1,-6,?,2,10
COc1cc(-c2nnc(SCC#CCO)o2)cc(OC)c1OC,93,2,-2,0,2.3,-1,1,2,-13
NC(=O)c1cccnc1Oc1ccc(Cl)cc1Cl,93,2,-3,-3,-0.6,5,-8,-3,5
O=C(COC(=O)c1ccc2c(c1[N+](=O)[O-])C(=O)c1ccccc1C2=O)NC1CC1,143,-17,-2,-4,-3.3,-2,-21,21*,1
CCCOC(=O)c1ccc(Oc2c(-c3ccc(O)cc3O)n[nH]c2C)cc1,114,1,3,1,16*,-21,-25,1,-7
COc1ccc(-c2nnc3sc(-c4ccccn4)nn23)cc1,122,10,-2,-2,-1.1,-6,-16,0,6
CN1Cc2c(N3CCOCC3)nc3sc(C#N)c(N)c3c2CC1(C)C,105,3,-4,-3,2.3,-3,-20,3,19
COc1ccccc1N1CCN(C(=O)c2cc(C(C)(C)C)oc2C)CC1,102,8,0,-2,2.1,5,-16,0,20
# Going on with the list:
SMILES,Yeast superoxide,HCV core dimer,TPT1 inh,PP1 counter,PP5 inh,EBNA-1 inhibitor,JMJD2C inh,Fh CTSL1 inh,ZTA counter
Cc1ccc2oc(=O)n(CC(=O)OCCC(C)C)c2c1,90,1,-4,0,0.1,5,-6,2,1
ClC1(Cl)CC1Cn1c(C2CC2)nc2ccccc21 (stereo not drawn),129,2,1,1,-0.5,5,-3,-1,14
Cc1occc1C(=O)NN1C(=O)C2C3CCC(O3)C2C1=O (stereo not drawn),93,-4,4,4,1.9,-6,-6,-2,1
CC(=O)Nc1ccc(OCCOc2ccc(/C=C3/C(=N)N4C=CSC4=NC3=O)cc2)cc1,98,31,-1,1,1.8,-2,-7,2,-7
CCOC(=O)C(C)Oc1cccc2c(=O)n(CC(=O)NCCc3ccccc3)ccc12 (stereo not drawn),94,2,1,1,0.6,-11,-15,-5,-2
CCC(C)c1ccc(-c2cc(C(=O)OCC(=O)Nc3cc(C)on3)c3ccccc3n2)cc1 (stereo not drawn),120,2,-5,-6,-0.6,3,-9,-3,16
CC(=O)c1cnc(-c2ccccn2)s1,118,-2,-2,0,0.3,-3,-14,1,-2
O=[N+]([O-])c1ccc(CN2CCSCC2)cc1,93,0,2,0,2.8,-4,-7,3,7
Cc1ccccc1NC(=O)CSc1ccc2nnc(-c3ccccn3)n2n1,109,13,2,-4,2.1,5,5,-3,1
COc1ccc2c(CC(=O)N3CCc4ccccc43)coc2c1,97,16,-4,2,1.2,9,5,1,6
O=C(CCc1ccccc1)NNc1ccc(F)cc1,90,-1,-2,-4,-0.7,0,-7,-1,4
COc1cccc(-n2c(SCC(=O)NCC3CCCO3)nc3c(c2=O)SCC3)c1 (stereo not drawn),101,-3,0,-1,-0.1,1,-7,3,-5
COc1ccccc1N(CC(=O)Nc1cc(C)on1)S(=O)(=O)c1ccc(Cl)cc1,97,7,4,-1,0.9,5,4,1,14
Cc1nn(C)c(=O)n1-c1ccccc1,102,0,0,-3,-1.6,-13,-19,-1,3
Cc1cc(C)nc(NC(=O)Cc2ccc(Cl)cc2)c1,87,10,0,-2,0.6,9,28,0,-5
O/N=C/c1ccnc(SCc2ccc(Cl)cc2)n1,90,-1,-3,-3,2.6,5,/,-4,-2
CCn1c(CC(=O)Nc2ccccc2C)nnc1SCC(=O)NC1=NCCS1,91,-8,-2,0,2.3,-7,3,-6,-8
Cc1c(Br)c([N+](=O)[O-])nn1CC(=O)Nc1ccc2nc3n(c(=O)c2c1)CCCC3,110,9,2,-2,0.7,3,-26,2,-7
Nc1cc[n+](CC(=O)Nc2ccccc2)cc1,101,3,2,1,1.6,-13,-7,-2,-1
O=C(CCS(=O)(=O)c1ccccc1)Nc1ccc(-c2nc3ccccc3s2)cc1,107,-3,-2,10,2.0,23,-2,-1,12
COc1ccccc1-c1nnn(C/C(N)=N/O)n1,103,-16,-5,-1,3.5,1,-6,-3,-17
O=S(=O)(NCCc1csc(-c2cccnc2)n1)c1ccc(Cl)s1,101,-2,1,0,-0.7,-11,6,-2,2
CC1CCCN(C(=O)c2cc(S(=O)(=O)N3CCCCC3)c[nH]2)C1 (stereo not drawn),94,8,-1,0,0.0,7,-11,6,3
CS(=O)(=O)Nc1ccc(C(=O)Nc2ccccc2Cl)cc1,99,-1,-1,-4,0.1,11,-24,-1,11
O=C(OC1CCOC1=O)C1CCN(S(=O)(=O)c2ccc(Cl)c(C(F)(F)F)c2)CC1 (stereo not drawn),112,-1,-1,-5,-1.9,-7,0,-1,-8
# Further results follow:
SMILES,Yeast superoxide,HCV core dimer,TPT1 inh,PP1 counter,PP5 inh,EBNA-1 inhibitor,JMJD2C inh,Fh CTSL1 inh,ZTA counter
COc1ccc(C2=CSC(/N=C/c3ccc(F)cc3)=NN2)cc1,101,3,0,1,1.7,1,-16,1,7
CCOC(=O)N1CCC(N2C(=O)c3ccc(C(=O)NCc4ccc(F)cc4)cc3C2=O)CC1,112,-3,0,-1,0.7,2,/,1,3
Cc1cc(C)nc(N2CCC(C(=O)Nc3ccc(Oc4ccccc4)cc3)CC2)n1,106,-3,0,-6,-0.6,7,11,-2,7
COc1cc2cc(C(c3nnnn3C3CCCC3)N(C)C3CCCCC3)c(=O)[nH]c2cc1OC (stereo not drawn),99,7,2,-2,-0.5,8,3,3,7
COc1ccccc1CCc1nnc(CCC(=O)NC(C)Cc2cccc(C)n2)o1 (stereo not drawn),95,11,-1,-7,1.4,4,-10,-4,5
Cc1ccccc1CC1SC(N=C(N)N)=NC1=O (stereo not drawn),98,7,0,1,0.3,4,-5,1,7
COc1cccc2c1c(NC(=O)Nc1ccc(F)cc1F)nn2C,102,3,2,3,-0.2,8,5,1,2
O=C(Nc1nnc(COc2ccccc2F)s1)Nc1ccccc1F,93,-2,-2,8,1.0,-1,12,7,8
Cc1ccc2oc(C(=O)NCCCN3CCOCC3)c(C)c2c1,102,8,0,-4,-0.4,9,5,2,4
Clc1ccccc1CSC1=NCCCN1,98,-6,1,-1,2.5,11,13,-3,12
Cc1cc2nnc(SC3CCOC3=O)n2c2ccccc12 (stereo not drawn),97,5,0,-2,-2.1,12,8,1,2
O=C(Nc1ccc(OCC(F)(F)C(F)F)c(C(F)(F)F)c1)c1ccc(Cl)cc1,99,-5,-2,5,6.1,-6,9,2,2
Cc1cnc(C(=O)OCC(=O)Nc2ccc(Br)cc2F)cn1,85,/,/,-4,-0.5,/,-9,/,7
Cc1ccc(C)c(SCC(=O)NNC(=O)c2ccccc2)c1,111,-14,2,1,0.7,-14,-1,6,-9
CCN(CC)S(=O)(=O)c1ccc(Cl)c(C(=O)N2CCc3ccccc32)c1,111,-1,1,-5,3.8,0,7,0,3
Cc1c(C(=O)C(=O)N2CC=C(c3ccccc3)CC2)c2ccccc2n1C,93,-5,-2,-3,0.4,-6,-13,2,1
Cc1ccc(Cn2nnc3c(=O)[nH]c(C(=O)NCc4ccco4)nc32)cc1,97,1,-4,7,-0.5,4,2,1,7
Cc1ccn2c(=O)nc(SCC(=O)Nc3cccc4ccccc34)nc2c1,102,16,4,-3,-0.6,-3,-1,2,-15
Cc1ccc(C2NC(=S)NC3=C2C(=O)CCC3)cc1 (stereo not drawn),111,1,-1,-2,-0.7,-14,1,0,0
O=C(O)Cn1c(=O)c2c3c(sc2n(Cc2ccc(F)cc2)c1=O)CCCC3,100,8,-3,-1,-0.4,5,7,2,6
CSCC(=O)Nc1nc(-c2ccc3c(c2)OCCO3)cs1,97,-2,2,0,0.2,1,7,-5,6
CCS(=O)(=O)Nc1ccc(C(=O)c2ccccc2)cc1,109,-4,-3,1,0.7,10,-12,0,10
COc1ccc(-n2nnnc2SC(C)C(=O)NC2CCCC2)cc1 (stereo not drawn),82,/,/,1,2.1,/,-2,/,-7
CSCCNC(=O)c1ccc(OC2CCN(S(=O)(=O)N(C)C)CC2)cc1,103,1,3,-1,1.1,1,4,0,7
O=C(NC(=S)N1CCOCC1)c1cn(-c2ccccc2)nc1-c1ccccc1,97,/,/,5,2.7,/,6,/,-20
COc1cc(C(=O)Nc2ccc3c(c2)OCCO3)ccc1OC(C)C,102,-6,-5,-1,2.7,-6,-1,-3,-11
COCC(=O)NNC(=O)c1ccccc1OC,106,4,1,-2,2.8,5,-3,1,0
N#CC(C#N)=C1C=CC=CN1/C(=C\c1ccccc1)C(=O)c1cccs1,100,7,0,-4,0.5,10,5,-2,9
CNc1nc(SC)n(C)c(=O)c1N=O,99,-7,-2,-2,1.1,-2,-23,1,12
O=C(CSc1nc(C(F)(F)F)cc(=O)[nH]1)NCC1CCCO1 (stereo not drawn),90,0,-2,-6,0.4,-4,-32,0,-8

# 2 compounds picked at random from the list so far, as already listed:
SMILES,Yeast superoxide,HCV core dimer,TPT1 inh,PP1 counter,PP5 inh,EBNA-1 inhibitor,JMJD2C inh,Fh CTSL1 inh,ZTA counter
O=C(Nc1ccc(OCC(F)(F)C(F)F)c(C(F)(F)F)c1)c1ccc(Cl)cc1,99,-5,-2,5,6.1,-6,9,2,2
CC(=O)Nc1ccc(OCCOc2ccc(/C=C3/C(=N)N4C=CSC4=NC3=O)cc2)cc1,98,31,-1,1,1.8,-2,-7,2,-7
